# Source: PubChem
# pCIP destab: lowers stability of the mouse p/CIP coactivator protein; Q05BA5; F442A p/CIP-EGFP cells, EGFP fluorescence, 16 h; decrease of EGFP signal, % at 10 µM; hit rate 0.01% among 290,000; AID 1984;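 active means EGFP signal decrease of at least 30% at 10 µM or well 3 SD below plate mean, unless failing retest; inactive means the rest, including hits failing retest or dose response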; further: some compounds called inactive have numbers as strong as hits; many of its hits are not listed in these tables
# IMP-1 inh: blocks Pseudomonas aeruginosa IMP-1 metallo-beta-lactamase. purified IMP-1, nitrocefin hydrolysis, epi-absorbance fluorescence. inhibition, % at 5.6 µM. hit rate 0.45% among 290,000;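 active means inhibition above the mean plus 3 SD of all compounds in the same screening run, cut at about 4.5% in these data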;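 further: 0% = IMP-1 with DMSO and 100% = DMSO wells lacking enzyme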
#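 System: Purified recombinant IMP-1 metallo-beta-lactamase enzyme | Measured by: Fluorescence quenching readout, ex 480/em 530 nm | Replication: Singlicate | Incubation: 15 min preincubation plus 25 min reaction at 25 °C | Evaluation: Percent inhibition from optical density relative to buffer-blank wells | Benchmarks: DMSO with and without IMP-1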
# CRFBP-R2 block: CRF-BP/CRF-R2 complex antagonism. hit rate 0.59% among 350,000. AID 588475. inhibition, % at 11.8 µM. HEK293 CRF-R2/CRF-BP, CRF-induced calcium fluorescence;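 active means inhibition of the ligand-induced calcium signal above about 50% at the single tested concentration, limit read from the data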
# IDE cell inh: inhibitors of human insulin-degrading enzyme in cells | inhibition, % at 5.59 µM | hit rate 0.41% among 320,000 | HEK cells, FAbetaB cleavage, fluorescence polarization;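 active means percent inhibition above the average of all tested compounds plus 3 SD, set per screening campaign, cut at about 16% in these data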;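 further: IDE supplied by intact live HEK cells; FP after avidin binding of uncleaved biotin substrate so inhibition keeps polarization high; 0% = DMSO wells and 100% = 60 µM reference IDE inhibitor Ii1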
# UBC9 SUMO inh: blocks human SUMOylation mediated by UBC9; P63279; HTRF SUMOylation assay, SAE1/SAE2 + UBC9, in vitro; inhibition, % at 35 µM; hit rate 0.36% among 290,000; AID 2006; in the data active means inhibition above about 50%, passing the limit was not always enough; further: strong numbers were not always called active
# Target sequence (P63279 whole entry, looked up): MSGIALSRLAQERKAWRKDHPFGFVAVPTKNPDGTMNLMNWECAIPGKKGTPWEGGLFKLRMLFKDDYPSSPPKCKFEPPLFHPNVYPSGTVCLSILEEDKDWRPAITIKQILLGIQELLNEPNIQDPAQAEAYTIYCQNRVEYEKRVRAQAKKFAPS
# IDE act: boosts human insulin-degrading enzyme activity in HEK cells; P14735; hit rate 0.073% among 340,000; activation, % at 5.96 µM; FAbeta-B cleavage, fluorescence polarization; 0% vehicle, 100% cell-free pure enzyme wells;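 active means activation above the mean of all tested compounds plus 3 SD, set per screening campaign, cut at about 17% in these data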
# VIM-2 inh: inhibitors of Pseudomonas aeruginosa VIM-2 metallo-beta-lactamase; AID 1527; inhibition, % at 5.6 µM; hit rate 0.89% among 290,000; purified VIM-2, nitrocefin hydrolysis, epi-absorbance fluorescence;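 active means inhibition above the mean of all tested compounds plus 3 SD, cutoff set per screening run, cut at about 7.5% in these data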;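 further: red hydrolysis product quenches plate fluorescence so inhibitors raise well fluorescence; 0% = enzyme with DMSO and 100% = DMSO without enzyme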
# GalR3 antag: antagonists of human GalR3; HEK293 GalR3-CNG cAMP membrane potential fluorescence; galR3 body fused to GalR1 C-terminus; O60755; inhibition, % at 3 µM; hit rate 0.44% among 360,000;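 active means inhibition above the screen-wide average plus 3 SD, cut at about 13% in these data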;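 further: forskolin and galanin both at EC90 stimulate the cells; cAMP rise reported by CNG channel membrane potential dye signal; 0% = forskolin plus galanin with DMSO and 100% = forskolin alone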
# Target sequence (O60755 1-299 limits assumed): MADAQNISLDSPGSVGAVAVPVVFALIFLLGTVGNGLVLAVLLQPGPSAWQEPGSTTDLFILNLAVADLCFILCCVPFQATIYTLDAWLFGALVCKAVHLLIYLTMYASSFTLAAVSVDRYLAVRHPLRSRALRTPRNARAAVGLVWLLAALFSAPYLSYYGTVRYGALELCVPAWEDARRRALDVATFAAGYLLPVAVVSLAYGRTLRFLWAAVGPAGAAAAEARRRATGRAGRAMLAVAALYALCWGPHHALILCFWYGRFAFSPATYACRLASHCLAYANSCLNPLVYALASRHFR
# HCV NS3 hel inh: inhibitors of Hepatitis C virus NS3 helicase; NS3 helicase DNA unwinding, Cy5 molecular beacon fluorescence; inhibition, % at 10.9 µM; hit rate 0.56% among 290,000;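 active means inhibition above the mean of all tested compounds plus 3 SD, set per campaign, cut at about 35% in these data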;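 further: 0% = DMSO wells and 100% = thioflavine S control wells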
#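 Control set: DMSO versus 110 µM thioflavine S; Material: NS3 helicase fragment of HCV; Measured by: Cy5 fluorescence at 0 and 60 min, beacon hairpin quenching; Read-out basis: percent inhibition from t60/t0 fluorescence ratio; Times: reaction time 60 min, 25 °C; Repeats: single replicate; Compound dosing: single dose, 10.9 µM nominal final, DMSO 0.8% final.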
# Starred values were filed as active, the others as inactive; i = inactive; nt = no result given.
SMILES,pCIP destab,IMP-1 inh,CRFBP-R2 block,IDE cell inh,UBC9 SUMO inh,IDE act,VIM-2 inh,GalR3 antag,HCV NS3 hel inh
NS(=O)(=O)c1ccc(CNC(=O)CCC2CCCCC2)cc1,-3,-1.4,0,3,14,1,-3.3,1,5
COCCC(=O)N1CCC(n2nccc2NC(=O)CCc2ccccc2)CC1,8,-2.8,-8,4,2,3,-0.4,0,0
COc1ccc(C2NC(=O)CCC2[N+](=O)[O-])cc1 (stereo unspecified),4,0.5,7,2,12,-7,-0.4,-7,-7
CC1CCc2c(c3ccccc3n2C(=O)CCl)C1 (stereo unspecified),-1,-0.6,-2,5,13,4,4.8,-7,-3
CCc1c(C)nc2ncnn2c1Nc1ccc(C(C)=O)cc1,5,-4.0,-11,3,33,-1,-0.5,1,4
CCOC1CCc2c(C)nc(N)nc2S1 (stereo unspecified),-9,-2.7,4,-3,2,0,-2.7,-10,5
NC(=O)c1ccccc1NS(=O)(=O)Cc1ccc(Cl)cc1,-2,-1.2,23,-1,35,9,0.8,-4,-11
O=C(CCNC(=O)c1ccccc1Cl)Nc1cc(S(=O)(=O)N2CCOCC2)ccc1N1CCOCC1,-2,0.5,0,-4,-6,8,-2.1,5,2
Cc1ccc(Nc2ncnc3c2nnn3Cc2ccccc2)cc1,-15,-1.6,-9,-5,0,nt,-2.5,-3,-1
CC(=O)NN1C(=O)c2ccccc2NC1c1ccccc1O (stereo unspecified),3,-1.6,12,-1,23,1,-2.2,-10,-4
CCCC(=O)C1CCN(Cc2ccccc2)CC1,8,-2.0,0,-7,16,-1,-2.9,2,-3
CC(C)C(CCN1C(=O)CCC1=O)C1CCOC(C)(C)C1 (stereo unspecified),-6,1.1,-8,4,-1,3,0.0,-6,0
Cc1cc(C(=O)NC2CC2)c2ccccc2n1,16,-2.8,-5,1,15,-4,-2.7,5,4
CCn1c(=O)n(CC)c2cc(S(=O)(=O)N3CCCCC3)c(C)cc21,-5,0.5,20,-1,5,1,-2.2,-7,0
COc1ccccc1Nc1nn2c(=O)c3ccc(C(=O)N4CCC(C)CC4)cc3nc2s1,-6,-3.2,-1,5,-3,-1,4.2,5,-23
Cc1cccc(N2CCN(C(=O)CCNS(=O)(=O)c3ccc4c(c3)oc(=O)n4C)CC2C)c1 (stereo unspecified),-23,-2.4,-8,-2,-2,3,-1.5,1,3
CN(C(=O)COC(=O)c1ccccc1SCC(=O)N1CCCC1)c1ccccc1,-6,-4.8,-6,9,5,-2,-3.7,0,-5
CC1(C)CC(NC(=O)c2ccc(Cl)c(S(=O)(=O)N(Cc3ccccc3)c3ccccc3)c2)CC(C)(C)N1,nt,nt,-34,3,nt,11,nt,1,nt
CC(C)C(=O)Nc1cc(S(=O)(=O)Nc2ccc(Cl)cc2)ccc1Cl,-7,-5.5,-7,5,-8,0,-1.4,-3,6
CCOc1cc(C2C(C(=O)c3ccc(C)o3)=C(O)C(=O)N2CCc2ccccc2)ccc1O (stereo unspecified),0,-3.9,-37,5,0,4,-0.8,2,31
Cc1ccc(N(C(=O)CNC(=O)c2ccco2)C(C(=O)NC2CCCC2)c2ccncc2)cc1 (stereo unspecified),-1,-1.1,2,0,11,-2,-2.1,-7,5
NC(=O)c1nsc(C(=O)N(Cc2cccnc2)C(C(=O)NC2CCCCC2)c2ccc(F)cc2)c1N (stereo unspecified),-20,-4.9,-7,3,5,4,-3.0,-7,9
Cn1c(=O)c(C(=O)COc2ccc(F)cc2Cl)c(N)n(Cc2ccccc2)c1=O,-8,0.8,11,11,-7,-33,1.3,-7,-6
O=C(Cn1ccc2ccccc2c1=O)NCCC(=O)N1CCN(C(=O)c2ccco2)CC1,nt,-0.3,22,6,nt,6,-0.2,-4,-2
O=C(CSc1ccccc1)Nc1ccccc1C(=O)N1CCCC1,-5,-1.5,-8,2,24,4,-2.9,-5,4
Cc1nc2nc(-c3ccc(Cl)cc3)[nH]n2c(=O)c1Cc1ccccc1,-16,-2.5,1,3,12,6,-2.2,-3,7
c1ccc(CNCCC(Cc2ccccc2)c2ccco2)cc1 (stereo unspecified),-33,-5.4,-15,6,9,5,-1.7,-1,-58
CCn1c(SCC(=O)NCc2ccco2)nc2c1c(=O)n(C)c(=O)n2C,-16,-2.5,6,-2,0,-1,-1.9,-6,-1
CCC1(C)Cc2c(sc3nc(SC)nc(NCCN(C)C)c23)CO1 (stereo unspecified),11,-2.2,-15,0,-2,7,2.4,-3,-4
COc1ccccc1CN1CCN(S(=O)(=O)c2ccccc2)CC1,-2,1.1,5,-5,4,1,-0.5,-1,-2
O=C(NC1CC1)C1=C[C@@H](c2ccccc2)C[C@@H](OCc2ccc(CO)cc2)O1,-7,nt,0,3,0,0,nt,-4,nt
Cc1cccc(CCN2C(N(C)C)=NC[C@@H]2CC(C)C)c1,nt,nt,-2,1,nt,0,nt,-7,nt
Nc1nonc1OCCc1ccccc1,-4,-6.8,17,0,32,5,-3.7,-2,-1
CCN(CC)S(=O)(=O)c1ccc(N2C(=O)CC2(/C=C/c2ccccc2)C(=O)NC2CCCC2)cc1 (stereo unspecified),4,-0.9,14,0,4,7,0.9,-1,1
N=C(N)Sc1nc(N2CCCCC2)nc(N2CCCCC2)n1,-10,-2.7,17,0,21,6,0.1,2,0
CC1(C)CC(=O)C/C(=N\NC(=O)C2CC2c2ccccc2)C1 (stereo unspecified),-3,-3.2,-11,5,14,-2,-3.6,-3,-7
Cc1nc2ccccc2nc1OCc1ccccc1,-4,-3.5,-7,1,-4,4,-5.9,4,-1
Cc1ccc(CN2CCN(Cc3cc4ccccc4o3)CC2CCO)cc1 (stereo unspecified),-10,1.0,0,0,13,1,-0.1,-10,-28
COc1ccc(NC(=S)N/C(=N/CS(=O)(=O)c2ccccc2)c2ccccc2)cc1,2,-1.8,5,1,5,4,-3.7,-2,1
Clc1cccc(-c2noc3ncnc(Nc4ccc5c(c4)OCO5)c23)c1,-2,-0.5,7,3,-6,-2,0.8,2,2
CC1(C)CC(=O)c2cc(C(=O)NCc3ccco3)c(=O)n(-c3ccccc3)c2C1,-11,3.2,26,-4,30,3,0.2,-2,-3
COc1cccc2cc(C(=O)NCc3ccc(Cl)cc3)c(=O)oc12,-2,-4.0,13,-2,5,8,-2.6,-5,12
CC(=O)NCC(=O)OC(C(=O)c1ccccc1)c1ccc(Cl)cc1 (stereo unspecified),-14,-2.1,-7,-3,13,1,-3.5,-7,7
Cc1cccc(C)c1NC(=O)NCCSc1snnc1C,-4,-2.7,-3,-1,2,4,-3.8,-4,11
O=C1OCC2=C1C(c1ccc(Cl)cc1)CC(=O)N2c1ccc(F)cc1 (stereo unspecified),-7,-2.6,0,1,11,8,-1.9,-3,-4
COc1ccc(CN(C)C(=O)c2ccc(OCC(=O)Nc3cccc(C(F)(F)F)c3)c(OC)c2)c(OC)c1,nt,nt,-5,-3,nt,4,nt,55*,nt
O=c1oc2c3c4c(cc2c(C(F)(F)F)c1CCN1CCOCC1)CCCN4CCC3,-389,3.8,i,37*,20,-49,0.8,-7,-8
CCSc1nnc(NC(NC(=O)c2ccco2)(C(F)(F)F)C(F)(F)F)s1,-4,-2.7,0,2,6,5,-2.1,-2,7
N#CCC(=O)N/N=C/c1cn(Cc2ccc(Cl)c(Cl)c2)c2ccccc12,-8,-2.0,9,-1,37,10,-2.2,0,-5
Cc1cc(C)c(S(=O)(=O)NCC(=O)NCc2ccco2)c(C)c1,-13,-0.9,-2,-1,17,7,1.2,-6,5
CCOCCOC(=O)C1=C(C)N(C)C(=O)NC1c1cc(Cl)c(O)c(OC)c1 (stereo unspecified),-15,-2.3,-18,-5,10,1,-3.7,-4,6
CN(C)CCN(C(=O)c1ccc2c(c1)CCCC2)c1nc2cc3c(cc2s1)OCCO3,-12,0.0,-9,2,4,4,0.1,-6,-48
CCOC(=O)c1ccc(NC(=O)CSc2nnc(-c3cccs3)n2CC)cc1,-11,-4.0,-64,7,10,-4,-3.1,-6,-6
O=C(COc1ccc(Cl)cc1)Nc1ccc2[nH]ncc2c1,-6,-4.3,-14,-1,4,0,-2.3,-3,1
COc1ccc(/C=C2\SC(=S)N(C(Cc3ccccc3)C(=O)O)C2=O)cc1 (stereo unspecified),7,-2.4,58*,nt,29,4,1.4,-3,35
O=C(CSc1nc2cc(Cl)ccc2o1)N1CCOCC1,-8,-3.7,-7,2,11,4,-2.3,0,-1
Cc1cccc(NC(=S)N(CCCN2CCCC2)Cc2cccn2Cc2ccc(Cl)cc2)c1,3,-2.3,-18,5,-10,6,-2.5,-5,-77
N#C/C(=C\c1c(N2CCN(c3ccccc3)CC2)nc2ccccn2c1=O)C(N)=O,5,-2.7,-8,nt,-4,4,0.1,-10,-2
CN1C[C@@H]2C[C@@H](C3=Cc4cc(Cl)ccc4OC3)N3CCC[C@@]23C1=O,-4,-0.8,31,-4,9,2,-3.2,-4,-10
Cc1cccc(NS(=O)(=O)c2nnc(NC(=O)c3ccccc3F)s2)c1,4,-1.6,2,-1,7,11,-4.2,nt,31
# New compounds follow.
SMILES,pCIP destab,IMP-1 inh,CRFBP-R2 block,IDE cell inh,UBC9 SUMO inh,IDE act,VIM-2 inh,GalR3 antag,HCV NS3 hel inh
CCc1noc(C)c1C(=O)NCCN1C(=O)S/C(=C\c2ccc(OC)cc2)C1=O,nt,nt,5,-1,nt,-6,nt,-3,nt
O=C(CS(=O)(=O)c1ccccc1)c1ccc2c(c1)OCCO2,-5,1.1,-17,-3,23,2,-2.0,1,-3
CC1(OC(=O)C2CCCC2)C(=O)C=C2C=C(c3ccsc3)N(c3ccccc3)C=C2C1=O (stereo unspecified),-2,nt,-7,-3,10,-1,nt,0,nt
Cc1cc(NC(=O)CCC(=O)N(CC(=O)NCC2CCCO2)c2ccc(C(C)C)cc2)no1 (stereo unspecified),-15,-1.2,6,-1,3,-3,-4.0,-8,-2
Cc1noc(C)c1CSCC(=O)OCC(=O)Nc1sccc1C#N,-4,1.4,35,0,12,5,2.3,-4,5

# A draw from above in order of molecular weight, descending:
SMILES,pCIP destab,IMP-1 inh,CRFBP-R2 block,IDE cell inh,UBC9 SUMO inh,IDE act,VIM-2 inh,GalR3 antag,HCV NS3 hel inh
CCc1noc(C)c1C(=O)NCCN1C(=O)S/C(=C\c2ccc(OC)cc2)C1=O,nt,nt,5,-1,nt,-6,nt,-3,nt
Cc1cccc(NS(=O)(=O)c2nnc(NC(=O)c3ccccc3F)s2)c1,4,-1.6,2,-1,7,11,-4.2,nt,31
CN1C[C@@H]2C[C@@H](C3=Cc4cc(Cl)ccc4OC3)N3CCC[C@@]23C1=O,-4,-0.8,31,-4,9,2,-3.2,-4,-10
O=C(CS(=O)(=O)c1ccccc1)c1ccc2c(c1)OCCO2,-5,1.1,-17,-3,23,2,-2.0,1,-3
